PfG6PD inh: PfG6PD enzyme inhibitors, primary screen, biochemical, fluorescence intensity, uHTS; PfGluPho enzyme, NADPH resazurin-diaphorase fluorescence; inhibition, % at 20 µM; 350,000 tested, 0.78% active; AID 504690, 2011;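 active means inhibition reaching at least a set limit at 20 µM in the primary screen, cut at about 59% in these data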;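 further: 0% = DMSO wells with substrate and 100% = DMSO wells lacking glucose-6-phosphate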
SENP8 block-1: SENP8 protease inhibitors, primary screen, biochemical, luminescence | Sentrin-specific protease 8 (Homo sapiens), Q96LD8 | purified SENP8, Z-RLRGG-aminoluciferin cleavage | inhibition, % at 10 µM | 330,000 tested, 1.2% active | AID 2540, 2010; in the data active means inhibition above about 50%
HKDC1 inhibitor: HKDC1 hexokinase inhibitors, primary screen, biochemical, fluorescence, uHTS. Q2TB90. recombinant HKDC1, G6PDH/diaphorase resazurin coupled fluorescence. inhibition, % at 20 µM. 340,000 tested, 0.16% active;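 active means inhibition above about 35% when tested at 20 µM, limit read from the data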;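 further: plate controls were DMSO wells with enzyme for no effect and DMSO wells lacking enzyme for full effect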
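Incubation: 90 min at room temperature in dark / Material: recombinant HKDC1 (HK5) hexokinase enzyme, produced in-house / Quantity: enzyme 5 µg/mL final / Compound: one dose of 20 µM, 1% DMSO / Reagent: glucose and ATP substrates / Buffer or medium: Tris pH 8.0 buffer with MgCl2, Tween-20, BSA, BME / Technique: resorufin fluorescence at 613 nm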
SENP1 FRET inh: human SENP1 catalytic domain inhibitors, primary screen, biochemical, FRET, uHTS; 360,000 tested, 0.21% active; Sentrin-specific protease 1 (Homo sapiens), Q9P0U3; inhibition, % at 10 µM; recombinant SENP1 catalytic domain, CyPet-SUMO1-YPet FRET cleavage;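 active means inhibition at least 30% at 10 µM, raw YFP signal under a set limit, fluorescence ratio 0.5 to 1.5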;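 further: 0% = enzyme with DMSO and 100% = no enzyme wells; some results filed as inactive read as strong as hits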
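Compound: 10 µM single point, 0.5% DMSO; Test system: hSENP1 catalytic domain, recombinant; Timing: 50 min reaction at room temperature; Technique: FRET, CFP and YFP emission; Control set: no-enzyme wells low, DMSO-plus-enzyme wells high control.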
SENP6 block: SENP6 protease inhibitors, primary screen, biochemical, luminescence, uHTS; Recombinant SENP6 catalytic domain, aminoluciferin luminescence; inhibition, % at 10 µM; 330,000 tested, 1.8% active; AID 2599, 2010;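 active means inhibition above about 50% at the single tested dose, limit read from the data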;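 further: plate controls were DMSO wells with enzyme for no effect and DMSO wells lacking enzyme for full effect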
SENP8 block-2: human SENP8 protease inhibitors, primary screen, biochemical, fluorescence, Nedd8 protein substrate, uHTS. 360,000 tested, 0.64% active. inhibition, % at 20 µM. AID 602440, 2012. recombinant SENP8. Sentrin-specific protease 8 (Homo sapiens), Q96LD8; in the data active means inhibition mostly above about 40%, no sharp cut-off; inactive means mostly below about 27%
Apaf-1 inh: inhibitors of human Apaf-1 apoptosome, primary screen, biochemical, DEVD-Rh110 fluorescence, uHTS | Apoptotic protease-activating factor 1 (Homo sapiens), O14727 | reconstituted apoptosome caspase-3 activity | inhibition, % at 20 µM | 330,000 tested, 0.71% active | AID 489030, 2010; active means inhibition of at least 40% at 20 µM;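 further: plate controls were DMSO wells for no effect and DEVD-CHO caspase inhibitor wells for full effect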
Target sequence (O14727 whole entry, looked up): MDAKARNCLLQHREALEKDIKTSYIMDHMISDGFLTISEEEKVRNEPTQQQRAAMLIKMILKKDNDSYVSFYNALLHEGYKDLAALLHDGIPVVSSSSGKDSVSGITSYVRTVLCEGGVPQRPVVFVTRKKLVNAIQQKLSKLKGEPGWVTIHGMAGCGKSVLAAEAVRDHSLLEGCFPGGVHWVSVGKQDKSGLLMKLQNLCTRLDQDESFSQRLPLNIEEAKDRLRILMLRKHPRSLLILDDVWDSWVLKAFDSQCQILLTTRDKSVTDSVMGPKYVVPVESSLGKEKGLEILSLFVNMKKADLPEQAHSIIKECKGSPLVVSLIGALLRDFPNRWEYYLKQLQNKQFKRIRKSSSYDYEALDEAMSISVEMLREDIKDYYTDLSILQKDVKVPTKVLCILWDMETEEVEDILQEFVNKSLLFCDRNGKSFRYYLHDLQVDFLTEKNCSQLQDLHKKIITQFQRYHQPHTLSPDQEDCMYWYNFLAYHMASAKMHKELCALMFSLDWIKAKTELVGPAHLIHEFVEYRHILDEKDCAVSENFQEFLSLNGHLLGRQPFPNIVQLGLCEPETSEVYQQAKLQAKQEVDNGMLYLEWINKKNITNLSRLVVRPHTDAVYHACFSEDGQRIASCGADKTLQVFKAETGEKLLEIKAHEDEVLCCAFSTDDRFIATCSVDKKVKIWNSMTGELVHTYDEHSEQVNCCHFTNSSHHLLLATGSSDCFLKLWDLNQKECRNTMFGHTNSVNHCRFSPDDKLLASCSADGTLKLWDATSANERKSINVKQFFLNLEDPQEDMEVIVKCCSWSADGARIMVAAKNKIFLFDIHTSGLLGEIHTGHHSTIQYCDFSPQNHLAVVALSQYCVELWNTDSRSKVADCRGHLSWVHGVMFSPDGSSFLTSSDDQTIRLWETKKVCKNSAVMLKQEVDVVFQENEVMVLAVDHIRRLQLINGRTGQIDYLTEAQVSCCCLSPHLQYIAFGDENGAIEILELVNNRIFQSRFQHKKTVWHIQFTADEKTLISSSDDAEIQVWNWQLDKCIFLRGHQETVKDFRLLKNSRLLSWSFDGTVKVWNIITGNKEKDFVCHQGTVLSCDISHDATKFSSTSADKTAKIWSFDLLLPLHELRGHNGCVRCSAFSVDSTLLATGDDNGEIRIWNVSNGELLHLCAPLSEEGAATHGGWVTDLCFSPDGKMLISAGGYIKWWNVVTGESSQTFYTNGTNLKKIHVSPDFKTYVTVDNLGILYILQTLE
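System – cell-free apoptosome with Apaf-1, procaspase-3 and caspase-9 · Buffer or medium – pH 7.5 Hepes buffer with CHAPS, BSA, DTT · Also added – cytochrome c with DEVD-Rh110 · Times – 30 min compound preincubation, 50 min activation, room temperature · Technique – Rh110 fluorescence intensity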
SENP7 inh: SENP7 protease inhibitors, primary screen, biochemical, luminescence, uHTS. recombinant SENP7, Z-RLRGG-aminoluciferin luminescence, 40 min. Sentrin-specific protease 7 (Homo sapiens), Q9BQF6. 330,000 tested, 1.5% active. inhibition, % at 5 µM;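 active means inhibition above about 50% at the single test dose, limit read from the data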;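 further: plate controls were DMSO with enzyme for no effect and no enzyme buffer wells for full effect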
Starred values were filed as active, the others as inactive; i = inactive; nt = no result given.

SMILES | PfG6PD inh | SENP8 block-1 | HKDC1 inhibitor | SENP1 FRET inh | SENP6 block | SENP8 block-2 | Apaf-1 inh | SENP7 inh
COc1ccc(S(=O)(=O)Nc2ccc3c(c2)C(=O)N([C@H](C)CO)C[C@H](C)[C@@H](CN(C)S(=O)(=O)c2c(C)noc2C)O3)cc1 | -8 | -4 | -3 | -1 | -27 | 4 | 9 | -10
CC1CN(C(=O)COC(=O)[C@@H](NC(=O)c2ccccc2Cl)C(C)C)CC(C)O1 (stereo partly drawn) | -8 | 6 | -5 | 0 | -11 | 15 | -13 | -2
CC1(C)CC(=O)C2=C(C1)Nc1cc3c(cc1C2c1ccc(F)cc1)OCO3 (stereo not drawn) | -10 | 7 | 5 | -35 | 0 | i | 4 | -5
COc1cc(S(=O)(=O)N2CCN=C2c2ccccc2)ccc1Cl | 11 | -12 | -1 | 0 | -4 | -3 | 15 | -10
CCC(=O)N1CCN(c2ccccc2NC(=O)COc2cccc(C)c2C)CC1 | 4 | 0 | -4 | -1 | 1 | 1 | 15 | -4
O=C(COC(=O)c1ccccc1C(=O)c1ccc(Cl)cc1)NCc1ccccc1 | 81* | -6 | -6 | 0 | 3 | 11 | 8 | 0
CCOCCCNC(=O)Cn1cc2c(n1)CCCCC2 | 6 | 2 | -5 | 2 | -1 | 8 | -9 | -5
CCN(C(=O)COC(=O)c1[nH]c(=O)[nH]c(=O)c1N)c1ccccc1 | 6 | 2 | -4 | -1 | -10 | -223 | -2 | 1
CCCCNS(=O)(=O)c1ccc(S(=O)(=O)N2CCC3(CC2)OCCO3)cc1 | -8 | 5 | -7 | 2 | -1 | 4 | -11 | 3
Cc1ccc(-c2nc(SCC(=O)NCCN3C(=O)CSC3=O)[nH]c2-c2ccc(C)cc2)cc1 | nt | -2 | nt | nt | -3 | nt | 15 | -1
O=C(c1ccccc1Cl)N1CCN(c2ccccn2)CC1 | 8 | 2 | -4 | -2 | 13 | -1 | 1 | 1
CC(=O)N1CCc2c(sc(NC(=O)C3CCCN3S(=O)(=O)c3cccs3)c2C(N)=O)C1 (stereo not drawn) | 0 | -7 | 0 | 37 | 11 | -428 | 9 | 8
CC(C)(CO)Nc1ncnc2onc(-c3ccc(F)cc3)c12 | -15 | 3 | 1 | -1 | -21 | 8 | -2 | -5
C[C@@H]1CN([C@H](C)CO)C(=O)c2cc(NC(=O)C3CCCCC3)ccc2O[C@@H]1CN(C)Cc1ccncc1 | -9 | 1 | -8 | 2 | -7 | 8 | 4 | -5
Cc1cc(CNC(=O)CC2C(=O)NCCN2Cc2ccccc2C(F)(F)F)on1 (stereo not drawn) | -3 | -3 | -3 | -6 | -15 | -57 | -6 | -4
COc1ccc(/C=C/C(=O)NC2=NCCS2)cc1OC | -20 | -1 | -6 | -2 | -51 | -415 | -6 | 3
CCOC(=O)COn1c(=O)c(-c2ccc(Br)cc2)[n+]([O-])c2ccccc21 | -2 | -8 | -1 | -8 | 8 | -33 | 12 | -5
Cc1ccccc1C(=O)Nc1nnc(CC(=O)N/N=C/c2ccncc2)s1 | -7 | 6 | -6 | 6 | -14 | 22 | -20 | 1
CCOc1ncccc1C(=O)OCC(=O)c1ccccc1 | -4 | 16 | -2 | 1 | -11 | 1 | -11 | 33
COc1ccc(CCNC(=O)c2ccc3nc(N4CCOCC4)sc3c2)cc1OC | -14 | -4 | 2 | -1 | -2 | 6 | 3 | -5
CCN(CCCNC(=O)C1CCN(S(=O)(=O)CC)CC1)c1ccccc1 | -13 | 6 | -11 | 0 | -23 | 12 | -5 | 0
O=C1CC(c2ccco2)CC(O)=C1C=NCCN1CCN(C2CC(=O)N(c3ccccc3)C2=O)CC1 (stereo not drawn) | 1 | nt | 0 | 1 | nt | 6 | nt | nt
COc1cc(OC)nc(Oc2ccccc2C(=O)Oc2ccccc2Cl)n1 | 5 | 5 | -5 | 1 | -22 | 13 | 12 | 3
O=C(Cc1ccccc1[N+](=O)[O-])NCc1ccc2c(c1)OCO2 | -16 | -2 | -13 | 0 | 5 | 21 | 2 | 9
Cc1nnc(Cn2cnc3c2c(=O)n(C)c(=O)n3C)o1 | -13 | 1 | 5 | -5 | -16 | 1 | 3 | -7
Further entries
SMILES | PfG6PD inh | SENP8 block-1 | HKDC1 inhibitor | SENP1 FRET inh | SENP6 block | SENP8 block-2 | Apaf-1 inh | SENP7 inh
CCOC(=O)c1oc2nc(CC(C)C)c3c(c2c1N)CCC3 | 17 | -4 | -7 | -1 | 3 | -372 | -2 | -6
Cc1ccc(C(=O)CSc2nnc(-c3ccco3)n2C)cc1 | 5 | 3 | -9 | 2 | 15 | 3 | 7 | -1
CCOC(=O)C1=C(C)c2ccccc2OC1C(=O)OCC (stereo not drawn) | 5 | nt | 0 | -1 | nt | -3 | 14 | 3
O=C(c1ccc(Br)cc1)N(C1=NCCCCS1)c1ccccc1 | -3 | -14 | -8 | 2 | -7 | 13 | 1 | 0
Cc1ccc(S(=O)(=O)NCc2ccc(C(=O)N(C)CCC#N)cc2)cc1 | -9 | -12 | 1 | -3 | -36 | 10 | 7 | -8
Cc1ccc(S(=O)(=O)N2CCOCC2)cc1NC(=O)CNCC1CCCCC1 | 4 | -2 | -5 | -1 | -12 | 17 | -1 | -4
S=C1NCCNC(=S)NCCOCCN1 | -6 | -6 | 11 | 2 | 8 | 9 | 3 | 1
COc1ccccc1-c1cc(C(=O)N2CCN(c3ccc(F)cc3)CC2)no1 | 2 | -4 | -5 | 3 | 3 | 15 | 8 | 7
COc1ccccc1-c1nc(C#N)c(N2CC(C)CC(C)C2)o1 (stereo not drawn) | 17 | 4 | -7 | 2 | -27 | -369 | 4 | 4
C/C(=C(\C#N)C(=O)NCc1ccccc1)N(C)C | 8 | -5 | -4 | 1 | -9 | 8 | -6 | 8
COc1cccc(NC(=O)CCC(=O)Nc2ccc3nc(N4CCOCC4)cc(C)c3c2)c1 | -2 | -5 | 1 | 0 | 26 | -280 | 8 | 9
O=C(NNC(=O)c1cc(S(=O)(=O)N2CCCCC2)ccc1Cl)c1ccccc1O | -46 | -9 | -14 | 5 | -10 | -1 | 15 | -10
COC(=O)C(Cc1ccccc1)NC(=O)CCc1c[nH]c2ccccc12 (stereo not drawn) | 0 | -15 | -3 | 1 | -12 | 3 | 11 | -13
O=C(NCc1ccco1)c1cc2ccccc2o1 | -23 | 2 | -7 | 0 | 13 | 26 | -3 | 0
S=c1[nH]nc(-c2ccccc2)n1Cc1ccccc1 | 24 | -13 | 9 | 0 | -14 | -44 | 9 | -9
COc1ccc2[nH]cc(CCNC(=O)COc3cc(C)cc4oc(=O)cc(C)c34)c2c1 | -4 | 2 | 6 | 0 | -9 | -8 | 0 | -9
COc1ccc(C(=O)Nc2ccc(S(=O)(=O)NC(C)=O)cc2)cc1 | 17 | 7 | 6 | 0 | -1 | 6 | -11 | 3
CC(=O)c1ccc(N=C2SCCCN2C(=O)C2CCCC2)cc1 | 0 | 2 | -8 | 3 | -5 | 4 | 20 | 9
Cc1cc(=O)oc2cc(OCC(=O)Nc3cccc(S(=O)(=O)N(C)C)c3)ccc12 | 5 | -4 | -15 | -1 | -12 | -90 | -10 | 1
O=C(NCc1ccco1)C(Cc1ccccc1)N1C(=O)c2ccccc2C1=O (stereo not drawn) | 0 | 3 | -1 | 3 | -4 | 22 | 5 | 8
COc1ccc(C)cc1S(=O)(=O)Nc1ccccc1C | 6 | -3 | -5 | 3 | -15 | 16 | 13 | -9
Cc1ccc(N(CC(=O)N2CCc3ccccc32)C2=NC(=O)CS2)cc1 | -14 | -7 | -1 | 0 | -19 | 22 | 11 | 0
CCN1C(N(C)CCc2c[nH]c3ccccc23)=N[C@@H](c2cccc(C(F)(F)F)c2)C(C(=O)OC)=C1C | -6 | -1 | 5 | -3 | 0 | 4 | 55* | 7
O=S(=O)(NCCc1csc(-c2cccnc2)n1)c1cccs1 | 12 | 2 | -7 | -1 | -15 | -1 | -5 | -1
O=C(N/N=C/c1ccc([N+](=O)[O-])cc1)c1cc(C2CC2)[nH]n1 | 13 | 2 | -3 | 2 | -3 | 8 | 0 | -11
The results go on.
SMILES | PfG6PD inh | SENP8 block-1 | HKDC1 inhibitor | SENP1 FRET inh | SENP6 block | SENP8 block-2 | Apaf-1 inh | SENP7 inh
COc1ccc(Cl)cc1S(=O)(=O)NCCCn1ccnc1 | -6 | -4 | 0 | 1 | 53* | 17 | -3 | 0
COc1ccc(/C=N/NC(=O)CNS(=O)(=O)c2ccc(C)cc2)cc1 | -5 | -6 | -7 | 0 | -6 | 4 | 11 | -9
COc1ccc(NC(=O)COC(=O)C2CCC(C(C)(C)C)CC2)c([N+](=O)[O-])c1 (stereo not drawn) | 6 | 2 | 8 | 2 | 0 | 26 | 32 | -3
OC(COCc1ccco1)CN1CCN(C(c2ccccc2)c2ccccc2)CC1 (stereo not drawn) | -7 | -5 | -2 | -1 | -19 | 27 | 9 | -14
N#CCc1ccc(NC(=O)Nc2cccc3ccccc23)cc1 | 6 | -15 | -3 | 1 | 9 | -60 | 9 | -7
CCc1cc(C(=O)N(CC)CC(=O)Nc2ccc(OC)cc2)sc1C | -11 | -10 | 0 | 1 | -27 | 10 | 34 | -5
COc1ccc(N2C(=O)CCC(C(=O)N3CCCCC3)C2c2ccc(OC)c(OC)c2)cc1 (stereo not drawn) | -3 | -11 | -1 | 1 | 4 | 12 | 3 | 1
CC1(NC(=O)CSc2nnc(-c3ccco3)n2Cc2ccccc2)CCS(=O)(=O)C1 (stereo not drawn) | 4 | 6 | 1 | -1 | -16 | 17 | -8 | -1
Cc1ccc(-c2noc(COc3ccccc3C)n2)cc1 | 13 | 0 | 4 | 0 | -32 | 3 | 15 | 28
Fc1ccccc1COc1ccc(Br)cc1CNCc1ccncc1 | 9 | 0 | 6 | 0 | -4 | 21 | 13 | 3
Nn1c(SCc2cc([N+](=O)[O-])cc3c2OCOC3)nnc1-c1cccnc1 | 16 | -2 | -15 | 9 | 9 | 16 | -4 | 1

Six of the compounds above, tab-delimited:
smiles	PfG6PD inh	SENP8 block-1	HKDC1 inhibitor	SENP1 FRET inh	SENP6 block	SENP8 block-2	Apaf-1 inh	SENP7 inh
COc1ccc(Cl)cc1S(=O)(=O)NCCCn1ccnc1	-6	-4	0	1	53*	17	-3	0
COc1ccc(/C=N/NC(=O)CNS(=O)(=O)c2ccc(C)cc2)cc1	-5	-6	-7	0	-6	4	11	-9
COc1ccc(NC(=O)COC(=O)C2CCC(C(C)(C)C)CC2)c([N+](=O)[O-])c1 (stereo not drawn)	6	2	8	2	0	26	32	-3
OC(COCc1ccco1)CN1CCN(C(c2ccccc2)c2ccccc2)CC1 (stereo not drawn)	-7	-5	-2	-1	-19	27	9	-14
N#CCc1ccc(NC(=O)Nc2cccc3ccccc23)cc1	6	-15	-3	1	9	-60	9	-7
CCc1cc(C(=O)N(CC)CC(=O)Nc2ccc(OC)cc2)sc1C	-11	-10	0	1	-27	10	34	-5
